# Source: PubChem
# CSM14.1 death rescue = protection against thapsigargin-triggered cell killing – 384-well, CSM14.1, ATP luminescence, primary screen (AID 1222); CSM14.1 thapsigargin-induced death rescue, ATP luminescence; higher % means a stronger effect; cellular ATP content (survival), % at 20 µM, or EC50 in µM where a hit was titrated; 190,000 tested, under 10 active;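 active = EC50 below 50 µM in the dose-response confirmation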;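 note: death triggered by thapsigargin at about 15 µM added after 2 h compound pretreatment; cell ATP read after overnight thapsigargin exposure of roughly 18 to 22 hours; normalized against plate controls of thapsigargin alone and 5% DMSO vehicle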
# Myeloid diff 2 = myeloid differentiation induction; ER-HoxA9 myeloid progenitors, lysozyme-GFP differentiation, flow cytometry; calls only at 10 µM; 360,000 compounds, 1% hits; AID 624256;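 active = normalized GFP-positive differentiation at or above the plate's own cutoff, the solvent-only control mean plus 3 SD; inconclusive = no clear call, values can overlap the other calls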;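 note: cells exposed to compound for four days before flow analysis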
# LYP inhibition = PTPN22 lymphoid phosphatase activity blockers – biochemical, fluorescence intensity, uHTS (AID 1779) | inhibition, % at 11.5 µM; hits with a dose series show IC50 in µM | recombinant LYP phosphatase, fluorescence intensity; higher % means a stronger effect | 290,000 compounds, 0.054% hits;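 note: plate controls were vehicle with enzyme for no effect and no enzyme for full effect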
# PMI inhibitors = MPI enzyme activity inhibition – biochemical, fluorescence intensity, coupled assay, primary screen (AID 1209); purified PMI enzyme, coupled fluorescence intensity; higher % means a stronger effect; inhibition, % at 20 µM, or IC50 in µM where a hit was titrated; 190,000 compounds, 0.42% hits;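 note: plate controls were DMSO vehicle for no effect and wells lacking substrate for full effect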
# P. falciparum M1AAP = malaria alanyl aminopeptidase activity blockers – biochemical, fluorogenic H-Leu-NHMec substrate, 1536-well (AID 1445) | recombinant M1AAP, H-Leu-NHMec fluorogenic kinetic assay; higher % means a stronger effect | inhibition, % at 30 µM; hits with a dose series show IC50 in µM | 220,000 compounds, 0.42% hits;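 active = primary inhibition above the hit cutoff, then over 50% inhibition at one or more dose response concentrations, cut at about 23% in these data, passing the limit was not always enough; inconclusive = conflicting primary data, or primary hits not chosen for dose response; inactive = low primary inhibition, or under 50% at every dose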;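 note: plate controls were DMSO full reaction for no effect and no enzyme background for full effect; strong numbers were not always called active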
# XIAP displacement = XIAP antagonists, biochemical, IAP family, fluorescence polarization (AID 1018); 200,000 compounds, 0.007% hits; XIAP BIR domain, fluorescence polarization peptide displacement; higher % means a stronger effect; one-dose displacement, % at 20 µM; IC50 in µM for titrated hits; in the data active = displacement above about 50%; note: a part of the inactive calls stands beside numbers as strong as those of hits
# M17LAP inhibition = P. falciparum M17LAP inhibitors, primary screen, biochemical, fluorogenic H-Leu-NHMec substrate, 1536-well (AID 1619) | inhibition, % at 30 µM, or IC50 in µM where a hit was titrated | recombinant M17LAP, H-Leu-NHMec fluorogenic kinetic assay; higher % means a stronger effect | 220,000 compounds, 0.38% hits;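 active = compound inhibiting the enzyme by more than half at any dose during confirmatory dose-response retesting; inconclusive = strong single-dose inhibitors picked by rank but not retested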;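 note: plate controls were full reaction with DMSO carrier for no effect and no enzyme background for full effect; strong numbers were not always called active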
# TNAP activators = stimulation of alkaline phosphatase TNAP activity – biochemical, luminescent, no phosphate acceptor, uHTS, primary screen (AID 1001); purified TNAP, luminescent activation assay, no phosphate acceptor; higher activation fold means a stronger effect; one-dose activation fold at 20 µM; EC50 in µM for titrated hits; 200,000 compounds, 0.03% hits; in the data active = activation fold from about 3, or a potency from the dose series; inactive = the rest, 99 in 100 with activation fold below about 1.6; note: many of its hits are not listed in these tables
# PMI inhibition = MPI inhibition at elevated mannose 6-phosphate – biochemical, fluorescence intensity, high mannose 6-phosphate, primary screen (AID 1220); recombinant PMI enzyme, coupled fluorescence intensity; higher % means a stronger effect; inhibition, % at 20 µM, or IC50 in µM where a hit was titrated; 190,000 compounds, 0.66% hits
# Myeloid diff 2 GFP+ MAC1+ % = recorded beside Myeloid diff 2, whose call it bears; GFP+ MAC1+ double positive, %; measured here: differentiation confirmed by MAC1 staining
# An asterisk follows results filed as active; i = inactive; ? = inconclusive; · = no result given. Cut-off read from the data, not from the text of the source, unless noted: active = inhibition above about 50%; inactive = the rest.
# Each structure is followed by: CSM14.1 death rescue | Myeloid diff 2 | Myeloid diff 2 GFP+ MAC1+ % | LYP inhibition | PMI inhibitors | P. falciparum M1AAP | XIAP displacement | M17LAP inhibition | TNAP activators | PMI inhibition
- C#CCOCCOCCOCCNc1nc(N2CCN(C(=O)[C@H](CCC(=O)O)n3cc(C(N)Cc4ccc(O)cc4)nn3)CC2)nc(N2CCN(C(=O)[C@H](Cc3cc4ccccc4[nH]3)n3cc(C(N)[C@H](C)CC)nn3)CC2)n1 (stereo partly drawn)
    -2.0% | i | 1.7 | -8.9% | -3.9% | 6.1% | -5.0% | -0.9% | 1.2 | -5.1%
- COc1ccc(N2CCN(S(=O)(=O)c3cn(C)c(=O)n(C)c3=O)CC2)cc1
    · | i | 1.2 | -0.4% | · | -4.0% | · | 5.2% | · | ·
- O=C(CCN1CCCCCC1)Nc1ccc(F)c(F)c1
    -1.7% | i | 1.8 | -8.5% | -7.5% | 4.7% | -0.9% | -7.0% | 1.1 | -14.6%
- CCCC(C)NC(=O)Cc1ccccc1[N+](=O)[O-] (stereo not drawn)
    -1.3% | i | 0.1 | -9.4% | 9.1% | -0.6% | -5.9% | 25.4% | 1.1 | -4.1%
- COc1ccc(CCN2C(=O)C3C4CC(C5C(C(=O)N/N=C\c6ccc(Cl)cc6)=NOC45)C3C2=O)cc1OC (stereo not drawn)
    -0.7% | i | 1.1 | 2.6% | -9.1% | 10.1% | -2.4% | 9.0% | 1 | -6.7%
- Nc1nnc(N2CCCCCC2)s1
    1.3% | i | 5.3 | -7.3% | 4.4% | 12.8% | -23.7% | 0.0% | 1.1 | 5.9%
- Cc1c(F)cccc1NS(=O)(=O)c1ccc2c(c1)c(=O)n(C)c(=O)n2C
    · | i | 0.2 | -2.1% | 0.7% | 5.1% | -6.9% | 11.9% | 1.1 | -4.2%
- Cc1nn(CC(=O)Nc2ccc(C(=O)N3CCCCC3)cc2)c(=O)c2ccccc12
    -0.4% | i | 5.3 | 0.7% | -1.7% | 2.7% | -0.8% | 10.3% | 1.1 | -2.4%
- COc1ccccc1N(CC(=O)Nc1ccc2c(c1)OCO2)S(=O)(=O)c1ccccc1
    0.0% | i | 0.8 | -4.6% | 34.6% | ? | -2.3% | -15.4% | 1.1 | 16.6%
- Cc1nn(C)cc1NC(=O)c1nn(C)cc1[N+](=O)[O-]
    0.1% | i | 0.7 | -2.5% | 0.5% | 0.5% | -1.3% | 7.3% | 1.1 | 7.3%
- CC(=O)N1CCN(c2ccc(NC(=S)NC(=O)COc3ccc(C(C)(C)C)cc3)cc2)CC1
    0.6% | i | 0.6 | -1.4% | 27.2% | 13.1% | -16.3% | 14.7% | 1 | 14.9%
- O=C(c1cccs1)N1CCCC(c2nc(-c3ccc(F)cc3)no2)C1 (stereo not drawn)
    -3.9% | i | 6.3 | 0.6% | 4.7% | 5.4% | -12.9% | 25.4% | 1.1 | 3.7%
- CCCCOC(=O)C1CN(c2ccccc2)N=C1C(=O)OCC (stereo not drawn)
    -0.6% | i | 0.5 | -4.5% | 11.5% | 6.9% | -9.7% | -4.2% | 1.2 | 14.6%
- CCOc1ccc(CCNC(=O)c2cc3c(C)nccc3[nH]c2=O)cc1OCC
    -5.9% | i | 0.1 | 2.1% | 0.6% | 5.5% | -12.3% | -3.0% | 0.9 | -5.7%
- CCc1nnc(NC(=O)CSc2nnc(-c3cccnc3)n2C)s1
    0.6% | i | 0.1 | -6.7% | -2.4% | 1.8% | -8.8% | 3.1% | 1.2 | -2.9%
- CCN(CC)c1nc(C#N)nc(N(CC)CC)n1
    -1.5% | i | 0.8 | 2.4% | 17.9% | 10.3% | -2.4% | 4.7% | 1.1 | 12.4%
- O=C(c1cccc(S(=O)(=O)N2CCOCC2)c1)N1CCN(S(=O)(=O)c2cccs2)CC1
    -1.3% | i | 0.8 | -9.7% | 6.8% | 4.3% | -12.3% | -9.1% | 1.1 | 8.5%
- O=c1[nH]nc(SCc2nc3ccccc3s2)n1C1CC1
    -0.4% | i | 0.3 | 7.8% | -19.0% | 5.8% | -4.3% | -3.6% | 0.8 | -2.8%
- Cc1nccn1CC(=O)N/N=C/c1cccc(O)c1
    -5.2% | i | 0.3 | -3.7% | 7.9% | 2.5% | -29.5% | 0.2% | 1 | 10.0%
- COc1ccc(-c2onc(C)c2-c2cnn(-c3ccccc3)c2)c(O)c1C
    -1.3% | i | 0.2 | 2.0% | 13.5% | 7.5% | -3.8% | 0.5% | 1.1 | 16.7%
- Cc1ccc(NC2=C/C(=N/S(=O)(=O)c3cccs3)c3ccccc3C2=O)cc1C
    -2.4% | i | 0.4 | 1.5% | -12.9% | 6.3% | -14.5% | -6.7% | 0.9 | 31.2%
- CCCn1c(C(=O)OC)cc2c1ccn2-c1ccc(F)cc1
    -0.8% | i | 0.7 | -2.9% | 14.1% | 4.1% | -5.9% | 6.7% | 1.1 | 18.4%
- CCOC(=O)N1CCC(N2Cc3cccc(C(=O)NCc4ccc(C)cc4)c3C2=O)CC1
    -1.3% | i | 1.7 | -2.0% | 10.3% | -1.5% | -5.6% | 1.1% | 1.1 | 4.6%
- COC(=O)CN1C(=O)C(O)(CC(=O)c2ccccc2)c2ccccc21 (stereo not drawn)
    2.8% | i | 0.6 | -8.9% | 7.3% | -4.0% | -4.2% | 9.8% | 1 | 0.5%
- Cc1ccc2[nH]c(O)c(N=Nc3nc4ccccc4s3)c2c1
    · | i | 0.2 | -4.5% | · | 9.0% | · | 32.3% | · | ·
- COc1ccccc1NC(=O)CCSc1nnc(-c2ccc(O)cc2)o1
    -0.8% | i | 0.5 | -1.8% | -10.0% | 11.1% | -1.9% | 2.9% | 1.1 | -7.5%
- O=C(Cn1cc2c(n1)CCCCC2)Nc1c(F)c(F)cc(F)c1F
    1.2% | i | 2.9 | -7.0% | -4.0% | 9.1% | -1.3% | 4.7% | 1.2 | -3.6%
- COC(=O)c1cc(C#N)c(N2CCN(C)CC2)nc1C
    -0.6% | i | 0.2 | -2.2% | 0.3% | 2.0% | -4.0% | 5.3% | 1.1 | 0.3%
- C=CCN(C(=O)Nc1ccccc1)C1CC(=O)N(c2ccc(OC)cc2)C1=O (stereo not drawn)
    0.5% | i | 6.6 | 4.8% | 10.2% | 1.6% | -3.7% | 4.3% | 1.1 | 5.5%
- Cc1c(Cl)cnc(NC(=O)COC(=O)c2ccc([N+](=O)[O-])s2)c1Cl
    -0.1% | i | 0.6 | 1.2% | 2.1% | -0.6% | -1.8% | 9.7% | 1 | 36.0%

# The list continues.
Molecule | CSM14.1 death rescue | Myeloid diff 2 | Myeloid diff 2 GFP+ MAC1+ % | LYP inhibition | PMI inhibitors | P. falciparum M1AAP | XIAP displacement | M17LAP inhibition | TNAP activators | PMI inhibition
Cc1ccnc(NC(=O)CCC(=O)N(CC(=O)NC2CCCCC2)Cc2cccs2)c1 | -1.1% | i | 0.2 | 5.4% | -6.8% | 18.5% | -4.4% | 19.5% | 1.1 | -0.1%
COc1cc(CCC(=O)Nc2nnc(-c3cccnc3)s2)cc(OC)c1OC | 0.9% | i | 0.7 | -7.2% | 1.3% | 10.8% | -5.1% | 10.8% | 1.1 | 7.8%
O=C(CC(C(=O)O)P(=O)(c1ccccc1)c1ccccc1)c1ccccc1 (stereo not drawn) | 1.6% | i | 0.2 | -6.3% | -5.0% | 0.8% | -3.5% | 5.3% | 1.1 | -1.9%
CC(C)(C)OC(=O)NCCCCCc1nnc(SCc2c(F)cccc2Cl)o1 | · | i | 0.7 | -2.8% | · | 5.4% | · | 1.0% | · | ·
N/C(=N\NC(=O)c1ccc(F)cc1)c1cc2ccccc2oc1=O | -1.1% | i | 0.6 | -4.0% | 0.2% | 7.8% | -9.5% | 6.0% | 1 | 1.4%
Cc1c(Cl)c(C(=O)N2CCCc3ccccc32)nn1C | -0.3% | i | 0.9 | -3.3% | 4.9% | 4.2% | -6.2% | -3.8% | 1.1 | 3.7%
CC(C)Cn1c(N)c(C(=O)COC(=O)C2CC(=O)N(Cc3ccccc3Cl)C2)c(=O)n(C)c1=O (stereo not drawn) | -0.7% | i | 0.8 | -5.8% | -5.5% | 3.9% | -5.2% | -2.8% | 1 | -5.8%
O=C(Nn1c(-c2ccc(Br)cc2)nc2ccccc2c1=O)c1ccncc1 | 0.6% | i | 0.3 | -4.2% | -11.8% | -5.0% | -3.6% | 1.9% | 1.2 | -1.7%
Cc1ccc(Cn2c(O)c(N=NC(=S)Nc3ccccc3F)c3ccccc32)cc1 | 6.3% | i | 0.6 | 2.4% | -3.9% | 7.8% | -9.7% | -5.2% | 0.7 | -11.0%
Cc1ccc(S(=O)(=O)N2c3cc(C)ccc3OCC2C(C)(C)C)cc1 (stereo not drawn) | -0.6% | i | 0.6 | 3.9% | 6.6% | -0.2% | -2.5% | -1.0% | 0.9 | 7.3%

# Compounds above with fluorine (8):
Molecule | CSM14.1 death rescue | Myeloid diff 2 | Myeloid diff 2 GFP+ MAC1+ % | LYP inhibition | PMI inhibitors | P. falciparum M1AAP | XIAP displacement | M17LAP inhibition | TNAP activators | PMI inhibition
O=C(CCN1CCCCCC1)Nc1ccc(F)c(F)c1 | -1.7% | i | 1.8 | -8.5% | -7.5% | 4.7% | -0.9% | -7.0% | 1.1 | -14.6%
Cc1c(F)cccc1NS(=O)(=O)c1ccc2c(c1)c(=O)n(C)c(=O)n2C | · | i | 0.2 | -2.1% | 0.7% | 5.1% | -6.9% | 11.9% | 1.1 | -4.2%
O=C(c1cccs1)N1CCCC(c2nc(-c3ccc(F)cc3)no2)C1 (stereo not drawn) | -3.9% | i | 6.3 | 0.6% | 4.7% | 5.4% | -12.9% | 25.4% | 1.1 | 3.7%
CCCn1c(C(=O)OC)cc2c1ccn2-c1ccc(F)cc1 | -0.8% | i | 0.7 | -2.9% | 14.1% | 4.1% | -5.9% | 6.7% | 1.1 | 18.4%
O=C(Cn1cc2c(n1)CCCCC2)Nc1c(F)c(F)cc(F)c1F | 1.2% | i | 2.9 | -7.0% | -4.0% | 9.1% | -1.3% | 4.7% | 1.2 | -3.6%
CC(C)(C)OC(=O)NCCCCCc1nnc(SCc2c(F)cccc2Cl)o1 | · | i | 0.7 | -2.8% | · | 5.4% | · | 1.0% | · | ·
N/C(=N\NC(=O)c1ccc(F)cc1)c1cc2ccccc2oc1=O | -1.1% | i | 0.6 | -4.0% | 0.2% | 7.8% | -9.5% | 6.0% | 1 | 1.4%
Cc1ccc(Cn2c(O)c(N=NC(=S)Nc3ccccc3F)c3ccccc32)cc1 | 6.3% | i | 0.6 | 2.4% | -3.9% | 7.8% | -9.7% | -5.2% | 0.7 | -11.0%
